CCT modulator: changes cytosolic chaperonin activity. purified chaperonin ATPase assay, HTRF ADP detection, 30 min. activity change, % (no concentration beside the values), hits read low. AID 651819. hit rate 0.3% among 360,000; in the data active means activity change below about -30%; further: on the % scale 0 is the no-effect control and ±100 the full control effect
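Nucleotide hydrolysis assay: TRiC at 20–40 nM final (set by batch activity) with 10 uM ATP, 30 min at 37 °C, in presence of 76 uM compound. Detection by competitive ADP HTRF, 30 min ambient.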
TGFb inhibitor: TGF-b pathway inhibition | hit rate 1.2% among 410,000 | Potency, µM (series often up to 46.1 µM), without a hit: at the highest dose activity, negative = inhibition, most hits filed as inhibitors | HepG2 CAGA-GFP TGF-b/SMAD3 reporter, GFP fluorescence, 18 h; TGF-beta stimulated, 500 pg/mL final | AID 588855; further: potency means the concentration at half of the fitted maximal effect; on the % scale 0 is the no-effect control and ±100 the full control effect; nearly all actives have a fitted effect of over 65% in size
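Inhibition was scored as loss of TGF-beta-induced (500 pg/mL final, 18 hours, 37 degrees C) GFP in HEPG2 cells carrying a CAGA-GFP reporter, in DMEM with 1% FBS. Well GFP was summed per cell; Activity was normalised to unstimulated and stimulated DMSO wells, then concentration-response fitting.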
MmCpn inh: inhibitors of Methanococcus maripaludis chaperonin (MmCpn); purified Mm-Cpn ATPase, ADP Transcreener TR-FRET; Potency, µM (titrated, usually from 76.9 µM), for the others: top-dose activity, negative = inhibition, usual class: inhibitors; hit rate 0.031% among 330,000; further: potency means the concentration at half of the fitted maximal effect; on the % scale 0 is the no-effect control and ±100 the full control effect; nearly all actives have a fitted effect of over 80% in size
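Purified archaeal chaperonin (25 nM final) was preincubated with compound for 10 min at 37°C, then ATP (10 uM final) was added for 30 min at 37°C in Tris pH 7.4/KCl/MgCl2/DTT buffer. ADP was quantified by HTRF Transcreener TR-FRET.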
Nrf2 ARE act: activates Nrf2 signaling; AID 624171; Potency, µM (titrated, usually from 46.1 µM), for the others: at the top dose activation, most hits filed as activators; AREc32 ARE-luciferase reporter (MCF7-derived line), luminescence, 24 h; hit rate 0.31% among 410,000; further: potency means the concentration at half of the fitted maximal effect; % of control where 0% means no effect; nearly all actives have a fitted effect of over 65% in size
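For detection, Steady-Glo was added and plates sat 30 min at RT; before that, AREc32_Fluc cells grown overnight in OPTI-MEM/5% FBS had been treated with 23 nL compound for 24 hr at 37 deg C.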
A549 viability: counter-screen for Nrf2 inhibitors: cytotoxicity in A549 cells; Potency, µM (series often up to 46 µM), for inactives: at the top dose activity change, negative = cytotoxicity, actives largely listed as inhibitors; A549 ARE-Fluc cells, CellTiter-Fluor viability, 18-24 h; hit rate 0.16% among 390,000; AID 504648; further: potency means the concentration at half of the fitted maximal effect; on the % scale 0 is the no-effect control and ±100 the full control effect
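A549 ARE_Fluc cells in 5% FBS OPTI-MEM were exposed to compounds in concentration-response for 18-24 h at 37 deg C. Viability was read by CellTiter-Fluor fluorescence (Ex 405/Em 525) after 30 min, before the luciferase read.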
S2 tox: cell viability loss in ATXN counter-screen; AID 651635; hit rate 0.49% among 400,000; Potency, µM (highest dose often 56.7 µM), actives largely listed as cytotoxic; S2 cells (HEK-293 line with an ATXN2-luciferase reporter) viability, CellTiter-Fluor protease fluorescence, 24 h; further: potency means the concentration at half of the fitted maximal effect; nearly all actives have a fitted effect of over 40% in size
Nrf2 block: blocks Nrf2 signaling; Potency, µM (doses to about 46 µM), for the others: top-dose activity change, negative = inhibition, most hits filed as inhibitors; A549 ARE-Fluc reporter, luciferase luminescence, 18-24 h; AID 504444; hit rate 2.1% among 360,000; further: potency means the concentration at half of the fitted maximal effect; on the % scale 0 is the no-effect control and ±100 the full control effect; nearly all actives have a fitted effect of over 60% in size
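A549 ARE_Fluc cells (5000/well, 5% FBS OPTI-MEM) pre-incubated 2 h, then treated with compounds 18-24 h at 37C/5% CO2 in concentration-response. CellTiter-Fluor viability read first; BugLite luciferase luminescence after 15 min at room temperature gives Nrf2 activity.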
HepG2 tox: counter-screen for TGF-b inhibitors: cytotoxicity in HepG2 cells. Potency, µM (top dose mostly 46.1 µM), for inactives: at the top dose activity change, negative = cytotoxicity, actives largely listed as cytotoxic. hit rate 0.76% among 410,000. HepG2 CAGA-GFP viability, ATP luminescence, 18 h; further: potency means the concentration at half of the fitted maximal effect; some results filed as inactive show a strong effect at the top dose
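CellTiter-Glo luminescence gave cytotoxicity after 18 hours at 37 degrees C. The cells were HepG2 CAGA-GFP in 1% FBS DMEM, stimulated with 500 pg/mL TGF-beta after compound addition. %Activity was normalised to no-cell wells (complete cell-killing) and DMSO (no toxicity), and curves were fitted and classified.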
pAkt inh: inhibitors of Akt phosphorylation; Neuro2A IGF-stimulated pAkt S473 HTRF, 20 min; active compounds read low; activity change, % for hits at 50 µM; hit rate 0.32% among 360,000; AID 651550; in the data active means activity change below about -80%; inconclusive means mostly about -51% to -80%; further: on the % scale 0 is the no-effect control and ±100 the full control effect
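Neuro2A cells (4,500/well, DMEM with 0.5% FBS) were treated with compound at a single 50 µM final concentration, stimulated with 6 nM IGF for 20 min at 37 °C, and lysed. Phospho-Akt Ser473 was read by HTRF as 665/615 ratio ×10^4.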
Numbers without * were called inactive; i = inactive; ? = inconclusive; / = no result given; [ ] = remark or other dose. Unless noted, the call rests on the fitted dose curve; in most records, active means well fitted curve in the direction sought with a large enough effect; inconclusive means small, poorly fitted or top-dose-only effect, or another doubt; inactive means no such curve, though single readings can be large; an effect the other way counts as inactive or inconclusive.

nr | mol | CCT modulator | TGFb inhibitor | MmCpn inh | Nrf2 ARE act | A549 viability | S2 tox | Nrf2 block | HepG2 tox | pAkt inh
1 | COc1ccc(N(CC(=O)O)S(C)(=O)=O)cc1OC | 0.2 | -13% | -2% | 1.3% | -7% | i | 6% | 12% | i
2 | N#CCC(C(=O)c1cccnc1)c1ccccc1 (centres undefined) | -3.3 | 4% | / | 0.1% | / | i | / | 3% | i
3 | CCOc1ccc(-c2cccc(NC(=O)COc3ccccc3)c2)nn1 | -1.3 | -4% | 2% | 2.1% | -3% | ? | 5% | 0% | i
4 | COc1ccc(-c2nc3cc(C)c(Br)c(C)n3c2Cc2ccccc2C(F)(F)F)cc1OC | 0.7 | / | / | 5.3% | / | i | / | / | i
5 | O=[N+]([O-])c1ccc(Sc2nccn2Cc2ccccc2)c([N+](=O)[O-])c1 | -1.6 | ? | 1% | ? | -2% | ? | 3% | -81% | i
6 | O=C(Nc1ccc(Cl)cc1)c1cc2nc(-c3ccco3)cc(C(F)(F)F)n2n1 | -0.6 | 20% | -2% | 3.2% | -1% | i | 4% | -23% | i
7 | NC(=O)CSc1nc2scc(-c3ccc(Cl)cc3)c2c(=O)n1Cc1ccccc1 | 1.6 | -1% | 0% | -0.2% | 0% | i | 17% | 3% | i
8 | CCn1nc(C)c(/C=N/NC(=O)Cn2nnnc2N)c1C | -3.3 | 8% | -1% | 0.4% | -3% | i | 0% | -30% | i
9 | C=C(c1ccccc1C)[n+]1ccccc1 | -0.8 | 6% | -11% | -0.2% | -12% | i | 18µM* | -41% | i
10 | CC(C)(C)c1ccc(N=C2SCC(=O)N2Cc2cccs2)cc1 | -2.6 | -23% | 1% | 16% | -2% | / | ? | -6% | i
11 | COc1ccc(C(=O)NC(C(=O)N2CCc3ccccc32)C(C)C)cc1 (centres undefined) | 0.0 | 8% | 2% | 0.2% | -15% | ? | 6% | 20% | i
12 | O=C(/C=C/c1ccc(F)cc1)NCCCn1ccnc1 | -4.7 | -12% | 0% | -0.7% | 0% | i | -14% | -1% | i
13 | COc1ccc(Oc2cc(F)nc(N)n2)cc1 | -4.8 | 1% | 0% | -0.6% | 1% | i | / | -16% | i
14 | O=C(CSc1nc2cc(Cl)ccc2s1)NCc1ccc2c(c1)OCO2 | -0.8 | -1% | -2% | -0.3% | 10% | i | 2% | -39% | i
15 | Cc1nnc(SCC(=O)Nc2nsc(-c3ccccc3)n2)s1 | -1.6 | 33%[activator] | -4% | -0.3% | -2% | i | / | 1% | i
16 | COC(=O)C(c1cc(OC)c(O)c(OC)c1)(N1CCNC(C)C1)C(F)(F)F (centres undefined) | -2.5 | 7% | 3% | -0.3% | -6% | i | 3% | -19% | i
17 | CCCc1cnc(NCCNCC(O)COc2ccc(Cl)c(Cl)c2)nc1 (centres undefined) | 0.7 | ? | 3% | -1.5% | 11% | ? | 3% | 20µM* | i
18 | O=C(NC(=S)Nc1cccc(Cl)c1)c1cncc(Br)c1 | -0.5 | 5% | / | 1.1% | 2% | i | -22% | -2% | i
19 | CCCCn1ccc(O)c(Cc2ccc(F)cc2)c1=O | 0.8 | -13% | 2% | -1.7% | -5% | i | / | 1% | i
20 | COc1ccc(CNC(=S)Nc2ccc(F)c(Cl)c2)cc1 | -1.8 | ? | -1% | 3.1% | -5% | ? | ? | -2% | i
21 | O=c1[nH]cnc2c1N1CCC2CC1 | 2.0 | -4% | -1% | 0.0% | 2% | i | / | 13% | i
22 | Cc1c(Cl)c([N+](=O)[O-])nn1CC(=O)Nc1ccc2c(c1)OCO2 | -1.0 | -16% | -3% | 0.4% | 6% | i | 11% | -2% | i
23 | CS(=O)(=O)c1cccc(C(=O)Nc2cccc(S(=O)(=O)N3CCCC3)c2)c1 | 0.8 | -11% | 1% | 0.0% | -7% | i | ? | -19% | i
24 | COc1cc(CC(=O)NCc2ccco2)cc(OC)c1OC | 1.0 | 0% | 2% | 0.2% | 0% | i | 18% | -14% | i
25 | COc1ccc(S(=O)(=O)n2nc(-c3ccco3)nc2NCc2ccc(N(C)C)cc2)cc1 | / | -17% | / | 5.9% | -10% | i | -9% | -32% | /
26 | COc1ccc(CNC(=O)COC(=O)CO/N=C(\C)c2ccc3c(c2)OCO3)cc1 | -1.5 | -5% | 2% | -0.8% | -1% | i | 7% | 1% | i
27 | CC1=NN(c2nc(-c3ccc(F)cc3)cs2)C(=O)C1 | -1.5 | ? | 0% | 0.2% | -21% | i | 9% | -44% | i
28 | O=C(CCCCCNC(=O)N1CCn2c1nc1ccccc12)NCc1ccc(F)cc1 | -0.5 | 9% | -3% | -0.3% | 3% | i | -9% | 0% | i
29 | CCCN1CCN(c2ncnc3scc(C4COc5ccccc5O4)c23)CC1 (centres undefined) | -0.4 | 0% | -7% | 2.7% | 0% | i | 8% | -52% | i
30 | CCc1ccc(N2CC(C(=O)Nc3ccc(OC)c(S(=O)(=O)N4CCOCC4)c3)CC2=O)cc1 (centres undefined) | 0.0 | -13% | / | -1.1% | / | i | / | -1% | i
31 | Cc1ccc(CNC(=O)C2CC(c3ccc([N+](=O)[O-])cc3)=NO2)cc1 (centres undefined) | -0.4 | 5% | -2% | 0.8% | 1% | i | 9% | -46% | i
32 | CC(=O)c1sc2c(c1OC(=O)c1ccc(Cl)cc1Cl)c(=O)n(-c1ccccc1)c(=S)n2-c1ccccc1 | 6.9 | ? | -27% | -0.6% | ? | ? | 3.3µM* | -35% | i
33 | COc1ccc(S(=O)(=O)N(CC(=O)O)c2ccccc2)cc1 | -0.4 | -6% | 4% | 0.5% | 5% | i | -2% | -11% | i
34 | O=C1c2ccccc2C(=O)N1c1cccc2ccccc12 | 0.6 | -1% | -4% | -0.2% | -1% | i | -17% | 23% | i
35 | Cc1ccc(C)c(NC(=O)Cn2nc(C)c3ccccc3c2=O)c1 | -1.5 | -4% | 0% | 1.7% | 5% | i | 3% | 13% | ?
36 | O=c1c2oc3ccccc3c2n(Cc2cccc(Cl)c2)c(=O)n1Cc1ccco1 | / | -12% | / | 0.2% | 13% | i | 25% | -55% | /
37 | Cc1nc(SCC(=O)c2ccc(F)cc2)n[nH]1 | 0.0 | 5% | -20% | 1.1% | -8% | ? | -1% | 4% | i
38 | CCOc1ccc(-c2nn(CC(=O)NC3CCCC3)c3c2cnc2ccc(C)cc23)cc1 | / | 10% | / | 2.9% | 0% | i | 2% | -4% | /
39 | COc1ccc(N=C2S/C(=C\c3cccs3)C(=O)N2CC(C)C)cc1 | -20 | -14% | -1% | -2.3% | 5% | i | 4% | -15% | i
40 | Cc1ccc(-c2csc(N3C(=N)SCC3=O)n2)cc1 | -1.2 | 0% | -2% | 4.2% | 0% | i | ? | -8% | i
41 | O=C(O)/C=C\c1cc2c(cc1[N+](=O)[O-])OCO2 | -0.8 | 17% | -7% | 1.7% | -7% | i | -1% | 10% | i
42 | O=c1cc(COc2ccccc2Cl)nc2scc(-c3ccccc3)n12 | / | -34% | / | 0.3% | 0% | i | 0% | -19% | /
43 | C=CCC[C@@H](Cc1ccc(F)cc1)C(=O)OC[C@@H]1CCCN1C(=O)[C@@H](CC=C)CC(=O)N(CCO)Cc1ccccc1 | -2.5 | ? | -1% | -3.2% | ? | ? | ? | 13µM* | i
44 | COC(=O)C1=C(C)NC2=C(C(=O)CC(C)(C)C2)C1c1cnn(C)c1C (centres undefined) | -3.2 | 13% | 0% | -0.8% | 0% | / | -7% | 1% | i
45 | O=C(Cn1c(=O)n(-c2ccccc2)c(=O)c2c3c(sc21)CCC3)c1ccc(F)cc1 | / | -6% | / | 0.3% | -11% | ? | ? | 2% | /
46 | COc1ccccc1NC(=S)N1CCCCCC1 | 2.3 | 6% | -1% | 0.5% | -1% | i | 4% | 3% | i
47 | CCCCn1nnnc1C(c1ccccc1)N1CCN(C)CC1 (centres undefined) | 1.3 | / | / | -0.9% | / | ? | / | / | i
48 | COC(=O)CN1C(=O)C(C)(C)Oc2ccc(C(=O)Nc3ccccc3F)cc21 | -1.8 | -4% | 0% | 2.3% | 8% | i | 2% | 2% | i
49 | COc1ccc2c(c1)OC[C@H]1[C@H]2N2C(=O)CN(CC3CCCO3)C(=O)[C@@]2(C)[C@H]1c1ccccc1 (some centres undefined) | -1.4 | 6% | 3% | 0.3% | 8% | i | -12% | -14% | i
50 | CCCOc1cccc(C2/C(=C(/O)c3ccc(OC)cc3)C(=O)C(=O)N2CCN(C)C)c1 (centres undefined) | -1.9 | 2% | -3% | -0.6% | -2% | i | -11% | -25% | i

One compound at a time (already shown). Order of screens: CCT modulator	TGFb inhibitor	MmCpn inh	Nrf2 ARE act	A549 viability	S2 tox	Nrf2 block	HepG2 tox	pAkt inh
Profile of `CCc1ccc(N2CC(C(=O)Nc3ccc(OC)c(S(=O)(=O)N4CCOCC4)c3)CC2=O)cc1` (centres undefined) → 0.0	-13%	/	-1.1%	/	i	/	-1%	i
Profile of `CC1=NN(c2nc(-c3ccc(F)cc3)cs2)C(=O)C1` → -1.5	?	0%	0.2%	-21%	i	9%	-44%	i
Profile of `CC(=O)c1sc2c(c1OC(=O)c1ccc(Cl)cc1Cl)c(=O)n(-c1ccccc1)c(=S)n2-c1ccccc1` → 6.9	?	-27%	-0.6%	?	?	3.3µM*	-35%	i
Profile of `Cc1nnc(SCC(=O)Nc2nsc(-c3ccccc3)n2)s1` → -1.6	33%[activator]	-4%	-0.3%	-2%	i	/	1%	i
Profile of `O=c1c2oc3ccccc3c2n(Cc2cccc(Cl)c2)c(=O)n1Cc1ccco1` → /	-12%	/	0.2%	13%	i	25%	-55%	/
